GFP derepression = epigenetic GFP locus derepression in mouse cells | mouse C127i GFP locus derepression, cytometry, 30 h | 68,000 compounds, 0.09% hits | AID 597 | Potency, µM (doses to about 46.1 µM), for inactives: top-dose GFP derepression (activation); note: % of control where 0% means no effect
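Locus derepression in mouse mammary C127i cells whose integrated CMV-GFP reporter is normally silent; GFP expression after 30 h compound treatment was quantified by counting fluorescent cells.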
HBB splicing = hemoglobin beta splicing modulation | Potency, µM (highest dose often 46.1 µM), for the others: top-dose activation, hits mostly activators | HBB splicing reporter cell assay, activation; EGFP reporter with mutant IVS2-654 intron; response scale: normalised to 500 nM splice-correcting PNA | 65,000 compounds, 0.06% hits; note: potency is the fitted concentration of half-maximal effect; 0% is about no effect
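HeLa cells stably expressing EGFP interrupted by mutant beta-globin intron 2 (IVS2-654), 500/well in 2% FCS. Treated with compound for 2 days at 37C. Splicing correction scored as total well GFP intensity (488 nm excitation, 500-520 nm emission); 500 nM antisense PNA served as control.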
DNA Pol III inh = blocks replication by bacterial DNA polymerase III holoenzyme; Potency, µM (highest dose often 57.1 µM), for the others: at the top dose activity change, negative = inhibition; AID 603; 71,000 compounds, 0.25% hits; reconstituted DNA polymerase III holoenzyme replication, biochemical; note: potency is the fitted concentration of half-maximal effect; % is set by controls: 0 for no effect and ±100 for the full control effect
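Reconstituted *E. coli* holoenzyme (0.35 nM Pol III, 1 nM beta, 154 nM SSB, 2 nM primase) was preincubated with compound for 15 min at RT. Synthesis on 1.4 nM ssM13Gori ran 35 min, then was stopped with PicoGreen/EDTA and read as dsDNA fluorescence.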
HADH2 inh = inhibitors of human HADH2 dehydrogenase; Q99714; recombinant HADH2, NADH fluorescence, beta-hydroxybutyryl-CoA; Potency, µM (highest dose often 57.1 µM), inactives show at the highest dose activity change, negative = inhibition, usual class: inhibitors; 73,000 compounds, 3.4% hits; AID 886; note: potency is the fitted concentration of half-maximal effect; % is set by controls: 0 for no effect and ±100 for the full control effect; nearly all actives have a fitted effect of over 60% in size; many of its hits are not listed in these tables
Target sequence (Q99714 whole entry, looked up, one chain of several): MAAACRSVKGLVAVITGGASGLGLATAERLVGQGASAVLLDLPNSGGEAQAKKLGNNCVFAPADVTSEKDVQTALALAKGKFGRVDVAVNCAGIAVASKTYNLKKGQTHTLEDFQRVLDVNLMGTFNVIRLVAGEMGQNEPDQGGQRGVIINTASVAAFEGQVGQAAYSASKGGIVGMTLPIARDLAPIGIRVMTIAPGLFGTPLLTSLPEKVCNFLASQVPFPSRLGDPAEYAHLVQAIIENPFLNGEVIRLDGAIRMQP
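Activity measured as NADH fluorescence gain (360/450 nm), taken as the change between first and last reads of a 4-min kinetic run. Conditions: pH 9.0 Tris buffer, 20 nM E. coli-expressed His-tagged enzyme, 1 mM NAD+, 90 uM beta-hydroxybutyryl-CoA; 15-min compound preincubation.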
15-hLO inh = blocks human 15-lipoxygenase activity; P16050; purified 15hLO-1, xylenol orange hydroperoxide absorbance; 74,000 compounds, 1.4% hits; Potency, µM (top dose mostly 57.1 µM), for inactives: top-dose activity change, negative = inhibition, hits mostly inhibitors; AID 887; note: potency is the fitted concentration of half-maximal effect; % is set by controls: 0 for no effect and ±100 for the full control effect; nearly all actives have a fitted effect of over 55% in size
Target sequence (P16050 whole entry, looked up): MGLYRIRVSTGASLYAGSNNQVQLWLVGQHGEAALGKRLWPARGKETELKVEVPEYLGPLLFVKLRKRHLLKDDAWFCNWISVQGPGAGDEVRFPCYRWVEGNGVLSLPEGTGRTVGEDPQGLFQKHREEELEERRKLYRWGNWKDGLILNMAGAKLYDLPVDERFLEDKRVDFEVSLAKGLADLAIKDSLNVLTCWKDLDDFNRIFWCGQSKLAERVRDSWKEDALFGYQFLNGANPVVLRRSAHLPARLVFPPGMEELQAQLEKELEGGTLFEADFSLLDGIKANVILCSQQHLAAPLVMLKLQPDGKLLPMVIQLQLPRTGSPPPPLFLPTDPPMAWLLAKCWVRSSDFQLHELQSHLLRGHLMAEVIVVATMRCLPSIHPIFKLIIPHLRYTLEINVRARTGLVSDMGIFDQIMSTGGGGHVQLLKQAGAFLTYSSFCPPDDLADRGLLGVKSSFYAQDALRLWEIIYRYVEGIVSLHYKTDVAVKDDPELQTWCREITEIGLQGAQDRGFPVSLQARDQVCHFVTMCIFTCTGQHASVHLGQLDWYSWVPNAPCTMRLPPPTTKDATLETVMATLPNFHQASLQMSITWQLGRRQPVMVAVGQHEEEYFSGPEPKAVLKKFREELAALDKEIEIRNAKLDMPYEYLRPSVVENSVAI
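Quantitative HTS in 25 mM Hepes pH 7.5 containing 0.01% Triton X-100: human 15hLO-1 at 40 nM, arachidonic acid at 50 uM, 6 min turnover. Product quantified via ferrous oxidation/xylenol orange, 573:405 nm absorbance ratio.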
UbGFP stabilizer = proteasome inhibitors stabilizing ubiquitin-GFP reporter; Ubiquitin-GFP reporter cells, proteasome inhibition, GFP fluorescence; response scale: untreated = 0%, 10 µM MG-132 = 100%; Potency, µM (series often up to 45.9 µM), for the others: top-dose activation (GFP accumulation), most hits filed as activators; 67,000 tested, under 10 active; AID 526; active = well fitted activation curve with a large enough effect, not every such curve was filed as active; inconclusive = small, poorly fitted or top-dose-only effect, or another doubt; inactive = no such curve, though single readings can be large or run the other way; note: potency is the fitted concentration of half-maximal effect
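Proteasome block read as GFP accumulation: ubiquitin(G76V)-GFP U2OS cells exposed to compound (2.9 nM–46 uM) for 4 hr at 37 C. Normalization used untreated cells as 0% and 10 uM MG-132 as 100%; concentration-response curves fitted.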
ERK AVP block = blocks ERK signaling stimulated by vasopressin; HEK293-V1b, vasopressin-stimulated pERK AlphaScreen; 72,000 compounds, 0.99% hits; Potency, µM (doses to about 57.5 µM), inactives show at the top dose activity, negative = inhibition, most hits filed as inhibitors; AID 995; note: potency is the fitted concentration of half-maximal effect; % is set by controls: 0 for no effect and ±100 for the full control effect; nearly all actives have a fitted effect of over 55% in size
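qHTS, compounds titrated on V1b-expressing HEK293 cells. Preincubation 30 min at 37C, vasopressin 25 nM for 5 min, lysis 10 min, bead incubation 5 hr at room temperature.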
FLuc inh = blocks Photinus pyralis firefly luciferase activity | P08659 | purified firefly luciferase, luminescence, 8 min | Potency, µM (top dose mostly 57.1 µM), for inactives: at the highest dose activity change, negative = inhibition, hits mostly inhibitors | 72,000 compounds, 2.2% hits; note: potency is the fitted concentration of half-maximal effect; % is set by controls: 0 for no effect and ±100 for the full control effect; nearly all actives have a fitted effect of over 40% in size
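Firefly luciferase (PKLight detection mix) with 10 uM ATP in pH 7.2 imidazole buffer (KCl, MgCl2, Tween 20, BSA). Compounds tested across a concentration series (qHTS). Luminescence read after 8 min at ambient temperature.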
Hsp90 Hop PPI = changes Hsp90-Hop TPR2A binding signal, up or down; AlphaScreen TPR2A-His6 binding biotin-Hsp90 C-terminal peptide; Potency, µM (titrated, usually from 57 µM), inactives show at the top dose activity change, negative = inhibition; 71,000 compounds, 0.44% hits; AID 595; active = well fitted curve in either direction with a large enough effect; inconclusive = small, poorly fitted or top-dose-only effect, or another doubt; note: potency is the fitted concentration of half-maximal effect; % is set by controls: 0 for no effect and ±100 for the full control effect; many of its hits are not listed in these tables
CRE Fsk mod = CRE-bla signaling modulation under forskolin stimulation. CHO CRE-bla reporter (cAMP response element driving beta-lactamase), forskolin EC10, beta-lactamase ratio. 71,000 compounds, 2.5% hits. Potency, µM (top dose mostly 38.2 µM), for the others: at the highest dose activity change, negative = inhibition, most hits filed as activators; active = well fitted activation curve with a large enough effect in the signal ratio, with a control signal flat, not every such curve was filed as active; inconclusive = small, poorly fitted or top-dose-only effect, or effect the other way, or a change in a side signal; the % refers to the signal ratio; note: potency is the fitted concentration of half-maximal effect; % of control where 0% means no effect
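Cells were plated overnight at 37 °C, exposed to compound titrations plus EC10 NKH 477 for 3 h, then given CCF4 dye for 2 h at room temperature. Blue/green (460/530 nm) ratio was converted to %Activity and AC50 values calculated.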
Tau filament bind = binds recombinant human tau filaments | P10636 | recombinant tau filaments, thioflavin S fluorescence, 15 h; filaments grown with octadecylsulfate alongside compound | Potency, µM (doses to about 57.1 µM), inactives show at the top dose activity change, negative = inhibition | 71,000 compounds, 2% hits;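 note: potency is the fitted concentration of half-maximal effect; % is set by controls: 0 for no effect and ±100 for the full control effect; actives lower thioflavin S fluorescence by blocking filaments or displacing dye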
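Tau 2 uM in ThS buffer dispensed; compound added; 60 uM ODS added (finals 1 uM tau, 30 uM ODS); 15 h 37 C; fluor ex450/em510.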
* hit, by the source's call; i = inactive; ? = inconclusive; · = no result given; [ ] = another dose, or the depositor's remark. Unless noted, calls come from the whole dose curve; as a rule, active = well fitted curve in the direction sought with a large enough effect; inconclusive = small, poorly fitted or top-dose-only effect, or another doubt; inactive = no such curve, though single readings can be large; an effect the other way counts as inactive or inconclusive. This is a subset; the hit share may differ from the screen's.

Fields – GFP derepression	HBB splicing	DNA Pol III inh	HADH2 inh	15-hLO inh	UbGFP stabilizer	ERK AVP block	FLuc inh	Hsp90 Hop PPI	CRE Fsk mod	Tau filament bind
CN1CC2(C(=O)c3ccccc3)CN(C)CC(C(=O)c3ccccc3)(C1)C2
 : 1%	1.1%	4%	13%	8%	-7%	10%	-1%	0%	?	-31%
O=C(CCCOc1ccccc1)N1CCCc2ccccc21
 : 0%	-2.6%[0.0738 µM]	-1%[11.4 µM]	-5%[11.4 µM]	-2%[11.4 µM]	26%[9.17 µM]	-23%	-1%	8%[11 µM]	?	-9%[11.4 µM]
Cc1cc2c(c(=O)n1CCN(C)C)C(c1ccc(Br)cc1)C(C#N)=C(N)O2 (centres undefined)
 : 2%	2.8%	-1%	8%	-7%	0%	-20%	2%	-2%	-26%	2%
O=C(c1ccco1)N1CCN(C(=O)c2cccc3c2C(=O)N(Cc2cccnc2)C3)CC1
 : 0%	0.8%	0%	1%	0%	3%	-18%	1%	2%	-2%	7%
Cc1cccc(-n2nnc(C(=O)NCc3ccccc3)c2N)c1
 : -2%	-1.3%	2%	6%	-3%	12%	20%	2%	-2%	23%	-4%
O=C(CNS(=O)(=O)c1cccc2nsnc12)NC1CCCCC1
 : 4%	-1.0%	-4%	8%	-2%	4%	9%	-2%	-3%	0%	4%
COc1ccc(CNC(=O)c2cccs2)cc1
 : 0%	-1.7%[0.0738 µM]	8%[11.4 µM]	4%[11.4 µM]	10%[11.4 µM]	20%[9.17 µM]	21%	3%	-6%[11 µM]	-9%[7.6 µM]	2%[11.4 µM]
COC(=O)c1cc(Nc2cc(C)nc3ncnn23)cc(C(=O)OC)c1
 : -3%	-1.2%	-6%	2%	12%	23%	?	0%	2%	10%	4%
COc1ccc(OC)c(-n2cnc3cc(C(=O)NCCCN4CCOCC4)ccc32)c1
 : 4%	0.3%	-7%	-5%	4%	-3%	9%	1%	-7%	20%	-22%
Cc1cc(C)c(NC(=O)C2CSCCS2)c(C)c1 (centres undefined)
 : 0%	0.4%[57.5 µM]	2%	-5%	15%	-4%	-17%	-2%	2%	-3%	-3%

Further structures follow.
Fields – GFP derepression	HBB splicing	DNA Pol III inh	HADH2 inh	15-hLO inh	UbGFP stabilizer	ERK AVP block	FLuc inh	Hsp90 Hop PPI	CRE Fsk mod	Tau filament bind
Cc1ccc2cc(C)c(SCC#N)nc2c1
 : 0%	·	-7%	-8%	?	1%	11%	1%	2%	12%	14%
CCOc1ccccc1NC(=O)C1=C(C)NC(=O)NC1c1cccc(OC)c1OC (centres undefined)
 : 0%	-0.9%	-3%	6%	8%	8%	9%	5%	-5%	5%	8%
COc1ccc(N2CCN(c3oc(-c4ccc(OC)c(OC)c4)nc3C#N)CC2)cc1
 : 4%	4.3%[0.369 µM]	-6%	?	-2%	-5%	-4%	-1%	-3%	8%	0%
CCOC(=O)c1c(C)nc(-c2ccccc2)nc1N
 : 0%	-3.2%	1%	352%[activator]	-5%	-4%	-30%	25µM*	10%	?	0%
CN(C)c1ncc2nc(-c3ccc(Cl)cc3)c(=O)n(C3CC3)c2n1
 : ?	0.0%	-2%	29%	-9%	25%	11%	-2%[11.4 µM]	24%	?	48%
O=C1CCC(=O)O1
 : ·	0.1%	-2%	5%	-6%	·	20%	·	-2%	-4%	6%
COc1nc(-c2ccccc2)ccc1-c1noc(-c2cccnc2)n1
 : 7%	-0.4%[57.5 µM]	-2%	16µM*	2%	-1%	-9%	3%	-3%	?	18%
Cc1nn(-c2ccccc2)c(N2CCCC2)c1/C=N/n1cnc2scc(-c3ccccc3)c2c1=O
 : -3%	0.7%[57.5 µM]	-7%	?	-10%	-9%	-14%	5%	-3%	-14%	5%
CC(C)NC(=O)CSc1nnc(-c2ccc(S(=O)(=O)N3CCCC3)cc2)n1CC1CCCO1 (centres undefined)
 : 2%	-0.1%[57.5 µM]	0%	0%	-15%	-1%	2%	0%	-1%	-7%	-1%
CCOc1cc(NC(=O)c2ccco2)c(OCC)cc1NC(=O)Cc1ccc(OC)c(OC)c1
 : -3%	-0.1%[57.5 µM]	-8%	i	-15%	-2%	13%	0%	-8%	?	0%

Following part
molecule	GFP derepression	HBB splicing	DNA Pol III inh	HADH2 inh	15-hLO inh	UbGFP stabilizer	ERK AVP block	FLuc inh	Hsp90 Hop PPI	CRE Fsk mod	Tau filament bind
COc1ccccc1CNc1ccc(N2CCCCC2)cc1	-2%	-0.1%	0%	-7%	16µM*	3%	16µM*	-14%	?	-1%	10µM*
O=C1c2ccccc2C(Nc2ccc3c(c2)OCCO3)N1Cc1ccc2c(c1)OCO2 (centres undefined)	·	-0.9%	4%	9%	-17%	16%	?	-13%	-6%[2.3 µM]	?	-21%
CN(C)c1ccc(NC(=O)Nc2ccc3snnc3c2)cc1	-2%	-0.1%[57.5 µM]	4%	-18%	-17%	2%	-3%	-17%	-15%	22%	?
Cc1nc2nc(SCC(=O)N3CCOCC3)nn2c(C)c1Cc1c(F)cccc1Cl	0%	-2.5%	-1%	4%	1%	10%	23%	1%	-5%	?	28%
C=CCOC(=O)C1=C(C)N(C)C(=O)NC1c1cc2c(cc1Br)OCO2 (centres undefined)	2%	-2.7%	1%	-1%	-6%	3%	-18%	0%	-5%	8%	5%
CCOC(=O)N1CCN(C(=O)c2ccc3c(c2)ncn3C2CCCC2)CC1	4%	4.2%[57.5 µM]	-2%	-4%	0%	3%	1%	2%	-2%	2%	-6%
CCOC(=O)CSc1nnc([C@@H](NC(=O)OC(C)(C)C)C(C)C)o1	0%	-2.4%[0.369 µM]	3%	-11%	9%	-3%	-8%	0%	-5%	?	-6%
Cc1ccccc1C=O	·	2.2%	4%	2%	-3%	·	3%	·	-2%	-8%	-3%
O=C1[C@H]2[C@H]3[C@H](O)[C@H](O)C/C(=N/OCc4ccccc4)[C@@H]3CC[C@@H]2C(=O)N1Cc1ccccc1	·	1.9%[9.22 µM]	·	0%[11.4 µM]	7%[11.4 µM]	·	0%[11.5 µM]	2%[11.4 µM]	·	·	·
CCOC(=O)C1CCN(c2c(NCCCN(CC)c3ccccc3)c(=O)c2=O)CC1	2%	6.0%[0.369 µM]	5%	8%	12%	-2%	2%	2%	-4%	2%	-8%
O=C(Nc1cccc(Cl)c1)OCc1ccccn1	4%	3.0%[1.84 µM]	0%	3%	-10%	0%	-1%	-13%	1%	30%	4%
Cc1ccnc(N)c1	1%	·	0%	10%	-14%[25.6 µM]	0%	16%	0%	-4%	-12%	?

3 entries already listed, ordered by the value under DNA Pol III inh, falling:
SMILES | DNA Pol III inh
Cc1ccccc1C=O | 4%
CC(C)NC(=O)CSc1nnc(-c2ccc(S(=O)(=O)N3CCCC3)cc2)n1CC1CCCO1 (centres undefined) | 0%
CCOC(=O)N1CCN(C(=O)c2ccc3c(c2)ncn3C2CCCC2)CC1 | -2%

High-throughput results as filed in PubChem BioAssay.
